Bfl-1 inhibitors: displacement of Bid BH3 peptide from Bfl-1 – biochemical, fluorescence polarization, FITC-Bid, mouse, primary screen (AID 432); FITC-Bid BH3 peptide fluorescence polarization displacement; higher % means a stronger effect; one-dose displacement, % at 20 µM; IC50 in µM for titrated hits; actives 0.02% (n = 64,000); in the data active = a potency from the dose series; inactive = the rest, 99 in 100 with displacement below about 15%; note: strong numbers were not always called active
Spn MK inh: blocks S. pneumoniae mevalonate kinase. purified MK, PK/LDH-coupled NADH absorbance 340 nm. actives 0.48% (n = 65,000). inhibition, % at 10 µM. AID 555;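 active = ranked among the strongest by inhibition in the single 10 µM screen, a fixed top-ranked set picked for dose follow-up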; note: no value below 0 was filed
Spn DPM-DC inh: inhibitors of Streptococcus pneumoniae diphosphomevalonate decarboxylase | AID 556 | calls only at 10 µM | actives 0.49% (n = 65,000) | purified DPM-DC, PK/LDH coupled NADH fluorescence;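 active = the 320 compounds with the highest percent inhibition in the single-dose primary screen, excluding strongly autofluorescent ones, cut at about 32% in these data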;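 note: kinetic rate of NADH fluorescence loss reporting ADP formed by the decarboxylase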
Alkaline phosphatase: inhibition of tissue-nonspecific alkaline phosphatase – biochemical, luminescent (AID 518); purified TNAP enzyme, luminescent substrate readout; higher % means a stronger effect; one-dose inhibition, % at 20 µM; IC50 in µM for titrated hits; actives 0.09% (n = 64,000); in the data active = a potency from the dose series; inactive = the rest, 99 in 100 with inhibition below about 22%;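 note: plate controls were vehicle for no effect and reference inhibitor for full effect; many of its hits are not listed in these tables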
LYP phosphatase: LYP phosphatase inhibitors, primary screen, biochemical, DiFMUP fluorescence, recombinant catalytic domain, 10 µM (AID 606) | one-dose inhibition, % at 10 µM; IC50 in µM for titrated hits | recombinant LYP catalytic domain, DiFMUP fluorescence; higher % means a stronger effect | 52,000 tested, under 10 active;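 active = IC50 under 40 µM in the dose-response test; inactive = IC50 of 40 µM or more, or never dose-tested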
HT1080 cytotoxicity: cytotoxicity in HT1080 fibrosarcoma cells, cell-based, fluorescence readout (AID 620) | HT1080 viability, fluorescence; higher % means a stronger effect | cytotoxicity, % at 10 µM, or EC50 in µM where a hit was titrated | actives 0.42% (n = 87,000);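 note: cells exposed to compound overnight then 4 h with Alamar Blue; 0% = vehicle DMSO and 100% = killing control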
HPDE-C7 viability: HPDE-C7 pancreatic duct cell viability loss – fluorescence, HTS (AID 430) | actives 1.8% (n = 63,000) | HPDE-C7 pancreatic duct cells viability, fluorescence; higher % means a stronger effect | cytotoxicity, % at 10 µM, or EC50 in µM where a hit was titrated;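 note: cells exposed to compound for 48 hours before viability readout; 0% = vehicle and 100% = reference cytotoxic drug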
HPDE-C7K KRASV12: viability loss of HPDE-C7K cells – cell-based, fluorescence, HTS, primary screen (AID 431). HPDE-C7K KRASV12 cells, Alamar Blue viability, 48 h; higher % means a stronger effect. cytotoxicity, % at 10 µM, or EC50 in µM where a hit was titrated. actives 1.7% (n = 63,000);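 active = compounds whose percent cytotoxicity in the single-dose primary screen, scaled between solvent and toxic-drug controls, exceeds 50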;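 note: 0% = DMSO solvent wells and 100% = doxorubicin-treated wells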
PMK inhibit: S. pneumoniae PMK inhibition. inhibition, % at 10 µM. purified PMK, PK/LDH-coupled NADH absorbance 340 nm. actives 0.49% (n = 65,000);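 active = top-ranked compounds by inhibition in the single 10 µM screen, taking a fixed number of the strongest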;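 note: 0% = full reaction with DMSO carrier and 100% = background rate without enzyme reaction; no value below 0 was filed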
PMK inhibit pilot replicates: further read-out of PMK inhibit, marked with its call; inhibition, %; measured here: pilot screen replicates
Spn MK inh pilot replicates: further read-out of Spn MK inh, marked with its call; inhibition, %; measured here: pilot screen replicates
Spn DPM-DC inh pilot screen %: further read-out of Spn DPM-DC inh, marked with its call; inhibition, %; measured here: pilot screen trials
* = called active by the depositor; i = inactive; nt = not tested or not shown. Cut-off read from the data, not from the text of the source, unless noted: active = cytotoxicity above about 50%; inactive = the rest.

SMILES | Bfl-1 inhibitors | Spn MK inh | Spn DPM-DC inh | Alkaline phosphatase | LYP phosphatase | HT1080 cytotoxicity | HPDE-C7 viability | HPDE-C7K KRASV12 | PMK inhibit | others
CCOC(=O)c1[nH]c(C)c(C(=O)NCCCOC(C)C)c1C | -3% | 0 | i | 3% | 0% | -4% | 3% | 4% | 8
CCSc1ccccc1C(=O)n1nnc2ccccc21 | 1% | 5 | i | 6% | -4% | -4% | 18% | 19% | 4
Cc1cccc(-c2nnc(SCc3cc(=O)[nH]c4ccccc34)n2C)c1 | -11% | 15 | i | 12% | -1% | 5% | 9% | 18% | 10
Cn1c(=O)c2c(nc(N3CCCCCC3)n2CC(O)COc2ccc(Cl)cc2)n(C)c1=O (stereo not drawn) | -6% | 6 | i | 11% | 10% | 3% | -5% | 3% | 7
CC(=O)Nc1nonc1NC(=O)CSc1nc2ccccc2o1 | 0% | 0 | i | 5% | 8% | -1% | 5% | 2% | 14
CCOC(=O)c1oc2cc(OCC(N)=O)ccc2c(=O)c1-c1ccc(OC)c(OC)c1 | 3% | 7 | i | 12% | 12% | 6% | -1% | -16% | 8 | PMK inhibit pilot replicates=2.0;Spn MK inh pilot replicates=0.0;Spn DPM-DC inh pilot screen %=1.5
COc1ccccc1CCNS(=O)(=O)c1c(C)n(C)c(=O)n(C)c1=O | -2% | 2 | i | 7% | 9% | 3% | -5% | 2% | 0
CCOC(=O)N1CCN(C(=O)c2ccc(CN(c3ccc(C)c(C)c3)S(C)(=O)=O)cc2)CC1 | 1% | 6 | i | 6% | 2% | 5% | -13% | -6% | 0
CSc1nc2ccccc2n1CC(=O)N1CCCCC1 | -7% | 1 | i | 10% | nt | -12% | 10% | 4% | 10
CCOc1ccc(OCc2cccc(C(=O)N3CCOCC3)c2)cc1 | 10% | 9 | i | 11% | -26% | 0% | -2% | 5% | 0 | PMK inhibit pilot replicates=3.5;Spn MK inh pilot replicates=1.0;Spn DPM-DC inh pilot screen %=2.0
CCC1CCCCN1S(=O)(=O)c1ccc(C(=O)Nc2nnc(-c3cccs3)o2)cc1 (stereo not drawn) | 2% | 2 | i | 13% | 6% | 0% | 38% | 12% | 13 | PMK inhibit pilot replicates=2.0;Spn MK inh pilot replicates=0.0;Spn DPM-DC inh pilot screen %=4.5
COC(=O)C1=C(C)N(c2ccc(S(N)(=O)=O)cc2)C(=O)C1 | -8% | 10 | i | 16% | 14% | -4% | -14% | -45% | 0

A draw from above in order of molar mass, largest number first.
SMILES | Bfl-1 inhibitors | Spn MK inh | Spn DPM-DC inh | Alkaline phosphatase | LYP phosphatase | HT1080 cytotoxicity | HPDE-C7 viability | HPDE-C7K KRASV12 | PMK inhibit | others
Cn1c(=O)c2c(nc(N3CCCCCC3)n2CC(O)COc2ccc(Cl)cc2)n(C)c1=O (stereo not drawn) | -6% | 6 | i | 11% | 10% | 3% | -5% | 3% | 7
CC(=O)Nc1nonc1NC(=O)CSc1nc2ccccc2o1 | 0% | 0 | i | 5% | 8% | -1% | 5% | 2% | 14
COC(=O)C1=C(C)N(c2ccc(S(N)(=O)=O)cc2)C(=O)C1 | -8% | 10 | i | 16% | 14% | -4% | -14% | -45% | 0
CCSc1ccccc1C(=O)n1nnc2ccccc21 | 1% | 5 | i | 6% | -4% | -4% | 18% | 19% | 4

Entries shown so far that have an NH in an aromatic ring (two):
SMILES | Bfl-1 inhibitors | Spn MK inh | Spn DPM-DC inh | Alkaline phosphatase | LYP phosphatase | HT1080 cytotoxicity | HPDE-C7 viability | HPDE-C7K KRASV12 | PMK inhibit | others
CCOC(=O)c1[nH]c(C)c(C(=O)NCCCOC(C)C)c1C | -3% | 0 | i | 3% | 0% | -4% | 3% | 4% | 8
Cc1cccc(-c2nnc(SCc3cc(=O)[nH]c4ccccc34)n2C)c1 | -11% | 15 | i | 12% | -1% | 5% | 9% | 18% | 10

More structures follow:
SMILES | Bfl-1 inhibitors | Spn MK inh | Spn DPM-DC inh | Alkaline phosphatase | LYP phosphatase | HT1080 cytotoxicity | HPDE-C7 viability | HPDE-C7K KRASV12 | PMK inhibit | others
CCCn1c(=O)c2ccccc2n2c(SCCOc3ccc(C)cc3)nnc12 | 3% | 0 | i | 6% | -5% | -2% | -4% | -9% | 17
O=C1c2cccc3cccc(c23)C(=O)N1c1nncs1 | -2% | 5 | i | 10% | 3% | 0% | nt | nt | 2
Cn1c2c(c(=O)n(C)c1=O)C(c1ccc(Br)cc1)Nc1ccccc1O2 (stereo not drawn) | 2% | 11 | i | 6% | 1% | -7% | 8% | 1% | 13
COc1ccccc1-c1coc2c(CN3CCN(CCO)CC3)c(O)ccc2c1=O | 0% | 4 | nt | 3% | -14% | 33% | -1% | 0% | 0 | PMK inhibit pilot replicates=3.0;Spn MK inh pilot replicates=0.0
COc1cccc(N(C(=O)CNC(=O)c2ccco2)C(C(=O)NC2CCCCC2)c2ccncc2)c1 (stereo not drawn) | -11% | 9 | i | 9% | 7% | -15% | 7% | 3% | 4
COC(=O)c1cccc(NC(=O)c2cccc(OC)c2)c1 | 9% | 3 | i | 4% | -8% | -1% | -2% | -27% | 0
Cc1nn(Cc2c(Cl)cccc2Cl)c(C)c1NC(=O)c1cc(C(C)C)on1 | -1% | 0 | i | 7% | 5% | 9% | 40% | 24% | 18
O=C1CC(c2ccccc2)CC(O)=C1C=NCCN1CCN(C(=O)Nc2ccccc2)CC1 (stereo not drawn) | -1% | 4 | i | 4% | 8% | 7% | -1% | 2% | 2
CN(C)C(=O)Cn1cnc2c(cnn2-c2ccccc2Cl)c1=O | -10% | 0 | i | 4% | 7% | 6% | -14% | -5% | 8
Cc1noc(C)c1C(=O)N1CCN(CCc2ccccc2)CC1 | -3% | 4 | i | 9% | -3% | -1% | -14% | -10% | 3
Cn1nc(CC(=O)Nc2ccc(N3CCN(C(=O)OC(C)(C)C)CC3)cc2)c2ccccc2c1=O | 0% | 0 | i | 8% | nt | -1% | -17% | 2% | 13 | PMK inhibit pilot replicates=0.0;Spn MK inh pilot replicates=0.0;Spn DPM-DC inh pilot screen %=0.0
Cc1ccc(OCC(=O)N2CCN(C(=O)Cc3ccccc3)CC2)cc1 | -1% | 0 | i | 0% | 1% | -6% | 0% | 0% | 0
CCCCC(CC)C(=O)NCc1ccccc1OC (stereo not drawn) | 1% | 15 | i | 9% | 0% | -3% | -13% | -20% | 7
Cc1ccc(C2(C)NC(=O)N(Cc3c(C)noc3C)C2=O)cc1 (stereo not drawn) | -3% | 1 | i | 5% | 7% | -4% | 2% | 3% | 5
CC1=C(C(N)=O)C(c2cccnc2)n2nc(-c3cccc(Cl)c3)nc2N1 (stereo not drawn) | -6% | 3 | i | 10% | nt | -1% | 10% | -1% | 5
CC1=CCC2C(=O)N(c3cccc(C(=O)N(C)C4CCCCC4)c3)C(=O)C2C1 (stereo not drawn) | 1% | 3 | i | 8% | 7% | -7% | -15% | -14% | 0
O=C(NCCCN1CCOCC1)c1ccc(CS(=O)(=O)Cc2ccc(Cl)cc2)o1 | -11% | 0 | i | 4% | nt | -5% | -8% | -12% | 20
COc1ccc(CC(=O)c2ccccc2C(=O)O)cc1 | -2% | 8 | i | 8% | 2% | 0% | -8% | -10% | 3
Cn1cc(Cl)c(C(=O)N2CCN(c3ncccn3)CC2)n1 | -9% | 8 | i | 11% | nt | -5% | 3% | 9% | 0
Cn1c(=O)cc(SCC(=O)N2CCCC2)c2cc(Cl)ccc21 | -5% | 2 | i | -1% | 0% | 9% | 15% | 19% | 18
Cc1ccc(S(=O)(=O)NC(CC(=O)N2CCOCC2)c2ccco2)cc1 (stereo not drawn) | -10% | 10 | i | 8% | 2% | -2% | -6% | -12% | 0
CCOC(=O)c1ccc(NC(=O)N(CC)CC)cc1 | -3% | 4 | i | 21% | 1% | -2% | -4% | -4% | 0
COc1ccc(NC(=O)C2CCCN2S(=O)(=O)c2ccc3c(c2)CCC(=O)N3)cc1Cl (stereo not drawn) | 4% | 8 | i | 10% | nt | 0% | -20% | -6% | 7
Cc1nc(COC(=O)c2ccc(S(=O)(=O)N3CCCC3)cc2)cs1 | 4% | 8 | i | 8% | 7% | 4% | -8% | -1% | 9
Clc1ccc(-n2ncc3c(NCc4ccc5c(c4)OCO5)ncnc32)cc1 | 7% | 8 | i | 4% | nt | -11% | 21% | 5% | 7
Cn1cnnc1SCc1ccc(C(=O)O)cc1 | -3% | 9 | i | 6% | nt | -2% | -16% | -8% | 0
O=C(CSc1nnc(-c2ccc(S(=O)(=O)N3CCCC3)cc2)o1)NCc1ccco1 | 11% | 15 | i | 7% | -4% | 0% | -6% | -15% | 8
COc1ccccc1NC(=O)N1CCC(C(=O)c2ccc(F)cc2)CC1 | -6% | 7 | i | 4% | 14% | -4% | 8% | 14% | 13
COCCOC(=O)c1[nH]c2c(c1C)C(=O)C(C(=O)OC)C(C)C2 (stereo not drawn) | -9% | 4 | i | 0% | 17% | 0% | -7% | 0% | 0
c1ccc(SCc2nc(-c3ccncc3)no2)cc1 | -6% | 6 | i | 14% | 10% | 0% | -3% | -12% | 0
O=C1CCc2cc(S(=O)(=O)N3CCN(C(=O)c4ccco4)CC3)ccc2N1 | 10% | 0 | i | 10% | nt | -5% | -6% | 1% | 10
Cc1cc(C)c2c(n1)sc1c(N3CCN(CCO)CC3)ncnc12 | 2% | 8 | i | 8% | 4% | 31% | 5% | 7% | 0
COc1ccc(-c2csc(NC(C)=O)n2)cc1OC | -3% | 8 | i | 16% | 8% | -1% | 8% | 10% | 10
Cc1nnc(SCC(=O)Nc2ccc3c4c(cccc24)CC3)n1C | 11% | 6 | i | 6% | 0% | 4% | 13% | 14% | 1 | PMK inhibit pilot replicates=2.5;Spn MK inh pilot replicates=0.0;Spn DPM-DC inh pilot screen %=0.0
COc1ccc(C2(C(=O)Nc3c(C)n(C)n(-c4ccccc4)c3=O)CCCC2)cc1OC | -1% | 7 | i | 15% | 5% | -1% | -8% | -5% | 6 | PMK inhibit pilot replicates=0.0;Spn MK inh pilot replicates=0.0;Spn DPM-DC inh pilot screen %=0.0
Cc1cc(C(=O)N2CCN(Cc3ccc4c(c3)OCO4)CC2)cs1 | -3% | 9 | i | 8% | 0% | 6% | -4% | -11% | 1
Cc1ccc(NC2=NC(c3ccccc3)n3c(nc(C)cc3=O)N2)cc1 (stereo not drawn) | 8% | 8 | i | 3% | -4% | -7% | -1% | 0% | 8 | PMK inhibit pilot replicates=3.5;Spn MK inh pilot replicates=7.0;Spn DPM-DC inh pilot screen %=5.0

Screening data: PubChem BioAssay, several laboratories
